# PrPC TRFRET – inhibitors of human cell surface prion protein PrPC, primary screen, cell-based, TR-FRET; Major prion protein (Homo sapiens), P04156; AID 720596, 2013; 0.43% of 370,000 active; inhibition, % at 13.8 µM; TR-FRET read-out; in the data active = inhibition above about 24%; note: 0% = median of the test wells and 100% = reference compound wells
# DUSP3 inh – VHR1 phosphatase inhibitors, primary screen, biochemical, absorbance, uHTS; recombinant VHR phosphatase, pNPP absorbance; inhibition, % at 13.3 µM; 0.52% of 290,000 active; in the data active = inhibition above about 50%; note: some compounds called inactive have numbers as strong as hits
# Target sequence (P51452 whole entry, looked up): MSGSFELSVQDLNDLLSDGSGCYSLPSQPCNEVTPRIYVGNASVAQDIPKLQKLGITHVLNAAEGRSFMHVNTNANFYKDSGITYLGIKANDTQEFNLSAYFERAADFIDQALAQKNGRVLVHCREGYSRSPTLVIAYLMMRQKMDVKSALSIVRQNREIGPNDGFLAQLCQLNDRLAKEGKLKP
# PriA SSB inh – inhibitors of Klebsiella pneumoniae PriA binding to SSB C-terminal tail, primary screen, biochemical, AlphaScreen; PriA–SSB C-terminal tail interaction (Klebsiella pneumoniae); AlphaScreen SSBct-PriA binding, biotinylated peptide; inhibition, % at 33 µM; 0.6% of 430,000 active; AID 1272365, 2023; in the data active = inhibition mostly above about 37%, no sharp cut-off; inactive = mostly below about 20%;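 note: plate controls were negative control peptide for no effect and reference peptide for full effect; strong numbers were not always called active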
# Rv3671c protease – Rv3671c serine protease inhibitors, primary screen, biochemical, fluorescence polarization, M. tuberculosis H37Rv; inhibition, % at 5.96 µM; P9WHR9; AID 2606, 2010; 0.048% of 320,000 active; in the data active = inhibition above about 38%;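 note: extracellular domain of Rv3671c used as enzyme; 0% = enzyme with DMSO and 100% = no enzyme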
# Target sequence (P9WHR9 whole entry, looked up, the tested form may be a part): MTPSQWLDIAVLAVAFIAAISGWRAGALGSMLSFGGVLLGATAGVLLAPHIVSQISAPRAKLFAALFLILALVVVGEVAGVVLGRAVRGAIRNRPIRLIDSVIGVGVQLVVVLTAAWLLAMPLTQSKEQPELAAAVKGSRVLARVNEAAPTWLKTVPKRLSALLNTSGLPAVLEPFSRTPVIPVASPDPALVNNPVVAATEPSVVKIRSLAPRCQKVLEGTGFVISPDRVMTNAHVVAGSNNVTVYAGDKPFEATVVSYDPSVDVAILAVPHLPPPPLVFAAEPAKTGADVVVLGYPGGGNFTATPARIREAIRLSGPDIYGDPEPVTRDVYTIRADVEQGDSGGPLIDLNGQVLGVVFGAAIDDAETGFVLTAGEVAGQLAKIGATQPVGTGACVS
# MazF activator – activators of E. coli MazEF toxin-antitoxin RNase, primary screen, biochemical, fluorescence, uHTS. Endoribonuclease toxin MazF (Escherichia coli (strain K12)), P0AE70. FAM/BHQ RNA-DNA oligo cleavage fluorescence, 5 h. activation, % at 20 µM. 0.32% of 350,000 active. AID 504720, 2011; in the data active = activation above about 50%
# Target sequence (P0AE70 whole entry, looked up): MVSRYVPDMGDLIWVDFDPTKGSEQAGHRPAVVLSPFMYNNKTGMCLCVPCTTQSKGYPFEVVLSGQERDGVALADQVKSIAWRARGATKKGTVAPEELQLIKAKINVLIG
# BH1578 lux ind – inducers of Vibrio cholerae quorum light production without autoinducers, primary screen, BH1578 luxS cqsA deficient, single point. activation, % at 18.7 µM. 0.16% of 350,000 active. V. cholerae BH1578 lux reporter, luminescence, 6 h. AID 588436, 2011; in the data active = activation mostly above about 9.7%, no sharp cut-off; inconclusive = no clear call, values can overlap the other calls; inactive = mostly below about 3.7%; note: not every result past the cut was called active; inactives centre near 0; reference of the scale not given here
# SARS 3CLpro inh – SARS-CoV 3CLpro protease inhibitors, primary screen, biochemical, quenched FRET. recombinant SARS-CoV 3CLpro, quenched FRET peptide cleavage. Replicase polyprotein 1ab (Severe acute respiratory syndrome coronavirus), P0C6X7. inhibition, % at 6 µM. AID 1706, 2009. 0.14% of 290,000 active; in the data active = inhibition above about 12%
# Yp Topo-I inh – Yersinia pestis topoisomerase I inhibitors, primary screen, biochemical, cleavage product accumulation, plate reader, single point | DNA topoisomerase I (Yersinia pestis CO92) | Y. pestis Topo-I cleavage product accumulation | activity, % at 10 µM | 0.064% of 360,000 active; in the data active = activity above about 50%, passing the limit was not always enough; inconclusive = no clear call, values can overlap the other calls; note: inactives centre near 2
# TcdB GH inh – TcdB glycohydrolase inhibitors, primary screen, biochemical, single point, plate reader; Toxin B (Clostridioides difficile), P18177; TcdB glycohydrolase enzymatic assay; AID 652162, 2013; 0.24% of 350,000 active; inhibition, % at 9.99 µM; in the data active = inhibition above about 10%
# CCHFV vOTU inh – CCHFV vOTU protease inhibitors, primary screen, biochemical, Pep-AMC substrate, fluorescence; 0.55% of 370,000 active; AID 651958, 2012; inhibition, % at 11.5 µM; Crimean-Congo hemorrhagic fever virus L polyprotein viral ovarian tumor (vOTU) protease …; in the data active = inhibition above about 30%; note: 0% = vehicle wells with enzyme and 100% = no enzyme wells
# Numbers without * were called inactive; i = inactive; ? = inconclusive; / = no result given. Only part of the results is shown (hit frequency here may not be typical).
1) COc1ccc(C(C(=O)NC2CCCC2)N(C(=O)c2ccoc2C)c2cc(C)cc(C)c2)cc1 (configuration not stated)
2) CC(C)CNC(=O)Nc1ccc(F)c(Cl)c1
3) Cc1cc2nc3n(c2cc1C)CC1CC(C(=O)NCCc2cccs2)N(C)C31 (configuration not stated)
4) COc1cc(OC)c(NC(=O)Nc2ccc(OC)c(OC)c2)cc1Cl
5) CC(C)(C)c1ccc(/C=N/NC(=O)C(=O)NCCCN2CCOCC2)cc1
6) CC1CCC(NCCc2ccc3c(c2)OCO3)CC1 (configuration not stated)
7) CC(NC(=S)N1CCN(c2ccccc2)CC1)c1ccccc1 (configuration not stated)
8) COc1ccc(NC(=O)CN2C(=O)NC3(CCCc4ccccc43)C2=O)c(OC)c1 (configuration not stated)

Screen / compound no.,1,2,3,4,5,6,7,8
PrPC TRFRET,6,0,-3,0,11,-2,7,3
DUSP3 inh,13,-8,30,-4,-4,22,11,/
PriA SSB inh,-4,-24,-2,-3,/,-13,2,-1
Rv3671c protease,-5,-8,-12,-2,9,3,7,-4
MazF activator,1,-16,0,1,-12,5,5,2
BH1578 lux ind,i,-0.5,i,-0.2,i,-0.4,-0.3,i
SARS 3CLpro inh,0,4,/,0,2,0,-2,/
Yp Topo-I inh,?,-5,1,4,8,-8,-2,0
TcdB GH inh,0.4,1.2,0.3,/,/,0.8,1.2,0.7
CCHFV vOTU inh,-11,5,-1,-12,9,2,15,1

# The final two compounds of the section before come first, to join the parts:
7) CC(NC(=S)N1CCN(c2ccccc2)CC1)c1ccccc1 (configuration not stated)
8) COc1ccc(NC(=O)CN2C(=O)NC3(CCCc4ccccc43)C2=O)c(OC)c1 (configuration not stated)
9) CCCCN(C(=O)CSCc1ccc(C)cc1)c1c(N)n(CCC)c(=O)[nH]c1=O
10) Cc1ccc(-c2sc(-c3cccnc3)nc2CC(=O)O)cc1
11) CC(C)NC1C2CCC(CC2)C1(O)c1ccc(Cl)c(Cl)c1 (configuration not stated)
12) COc1cccc(NC(=O)C(C)C)c1
13) COc1cccc(N2CCN(c3ccc([N+](=O)[O-])cn3)CC2)c1
14) O=C(Nc1ccnn1C1CCN(C(=O)c2ccc(C(F)(F)F)cc2)CC1)C1CC1
15) CCOC(=O)C(C)N(c1ccccc1Cl)S(C)(=O)=O (configuration not stated)
16) COc1ccc(C(=O)/C=C/c2cc(OC)c(O)c(OC)c2)c(F)c1

Screen / compound no.,7,8,9,10,11,12,13,14,15,16
PrPC TRFRET,7,3,4,-1,-2,-3,2,-16,-8,-2
DUSP3 inh,11,/,28,8,/,/,2,34,/,-5
PriA SSB inh,2,-1,2,4,/,-11,-4,-12,-14,-2
Rv3671c protease,7,-4,-5,0,/,1,-6,-12,2,11
MazF activator,5,2,-13,2,12,7,1,-5,1,1
BH1578 lux ind,-0.3,i,i,-0.2,i,-1.3,i,i,i,-0.3
SARS 3CLpro inh,-2,/,2,-1,/,/,-2,-3,/,0
Yp Topo-I inh,-2,0,2,6,-15,-4,0,-11,9,3
TcdB GH inh,1.2,0.7,-7.4,0.7,-0.1,0.4,-0.5,1.0,-1.1,/
CCHFV vOTU inh,15,1,5,0,-7,-8,3,22,-2,4

17) O=C(CN1CCc2ccccc2C1)Nc1ccccc1Cl
18) Cc1cccc(NS(=O)(=O)c2cc(C(=O)N3CCCC3)ccc2Cl)c1
19) CCOC(=O)c1c(-c2ccccc2)csc1N1C(=O)Nc2ccccc2N1O
20) CCc1ccc(NC(=O)CSc2nc(=O)n(CCCN3CCOCC3)c3c2CCCC3)cc1
21) CN1C/C(=C/c2cccnc2)C(=O)/C(=C/c2cccnc2)C1
22) Cc1c(Br)cccc1NC(=O)C1(C)CCN1C(C)C (configuration not stated)
23) CC(C)(C)n1cnc2cc(NCc3ccc(Br)cc3)ccc21
24) CC(=O)N1CCOc2ccc(S(=O)(=O)Nc3cccc(C)c3)cc21

Screen / compound no.,17,18,19,20,21,22,23,24
PrPC TRFRET,0,1,-9,-4,5,2,10,-4
DUSP3 inh,26,10,-8,/,8,/,-16,21
PriA SSB inh,7,-6,-12,-12,-9,/,37,-13
Rv3671c protease,-10,-1,-2,2,-6,/,-8,-4
MazF activator,-3,2,2,10,-9,/,0,10
BH1578 lux ind,2.1,-0.1,i,i,-3.3,i,-0.7,i
SARS 3CLpro inh,0,-1,2,/,-2,/,2,-4
Yp Topo-I inh,15,0,6,23,1,8,10,-4
TcdB GH inh,1.0,0.0,1.0,0.2,1.4,0.5,0.6,-0.5
CCHFV vOTU inh,-10,-17,2,13,3,0,4,31*

25) O=S(Cc1ccc(Cl)cc1)c1ccccc1 (configuration not stated)
26) Cc1ccc(NC(=O)C2CCCN2C(=O)Oc2ccccc2)cc1 (configuration not stated)
27) O=C(Nc1ccc2c(c1)OCO2)c1cc(C2CCCCN2C(=O)c2ccc3c(c2)CCO3)on1 (configuration not stated)
28) COc1ccc(CC(=O)NCc2ccccc2F)cc1S(=O)(=O)N1CCOCC1
29) CCN(CC)S(=O)(=O)c1ccc(C)c(NC(=O)COc2ccc3c(C)cc(=O)oc3c2)c1
30) CCCCCCCC(=O)N/N=C/c1cccnc1
31) COc1cccc(-n2c(SCC(=O)Nc3cc(C)on3)nc3ccccc3c2=O)c1
32) COc1cc(OC)c(NC(=O)CCNC(=O)Cn2ccc3ccccc3c2=O)cc1Cl

Screen / compound no.,25,26,27,28,29,30,31,32
PrPC TRFRET,-6,-1,2,-5,-5,7,-5,2
DUSP3 inh,/,7,/,/,-8,16,14,27
PriA SSB inh,-3,-3,/,/,1,/,-2,-1
Rv3671c protease,/,3,/,/,-5,12,-5,-4
MazF activator,3,1,/,4,20,4,-7,4
BH1578 lux ind,/,0.5,-4.5,-7.7,1.8,-4.5,12,-0.4
SARS 3CLpro inh,/,1,/,/,3,-2,0,2
Yp Topo-I inh,3,-2,24,1,4,0,1,-7
TcdB GH inh,2.1,/,1.5,0.2,/,/,/,/
CCHFV vOTU inh,4,-1,13,5,16,-6,4,3

# Part of the list above, set out differently.
# Below each compound: PrPC TRFRET | DUSP3 inh | PriA SSB inh | Rv3671c protease | MazF activator | BH1578 lux ind | SARS 3CLpro inh | Yp Topo-I inh | TcdB GH inh | CCHFV vOTU inh
28: COc1ccc(CC(=O)NCc2ccccc2F)cc1S(=O)(=O)N1CCOCC1
  -5 | / | / | / | 4 | -7.7 | / | 1 | 0.2 | 5
29: CCN(CC)S(=O)(=O)c1ccc(C)c(NC(=O)COc2ccc3c(C)cc(=O)oc3c2)c1
  -5 | -8 | 1 | -5 | 20 | 1.8 | 3 | 4 | / | 16
30: CCCCCCCC(=O)N/N=C/c1cccnc1
  7 | 16 | / | 12 | 4 | -4.5 | -2 | 0 | / | -6

# The listing continues.
33) CC(C)CCNC(=O)CCn1nc(-c2ccccc2)ccc1=O
34) CCOc1ccc(NC(=O)CN(C)C(=O)CCNC(=O)c2ccccc2Cl)cc1OCC
35) COc1ccccc1N1CCN(Cc2nc3ccsc3c(=O)[nH]2)CC1
36) CCN(Cc1ccccc1)Cc1ccc(OCc2ccccc2)c(OC)c1
37) Cc1ccc(S(=O)(=O)NC(=O)N2CCCN(Cc3ccc(F)cc3)CC2)cc1
38) CC(NC(=O)NC12CC3CC(CC(C3)C1)C2)c1ccc2c(c1)OCO2 (configuration not stated)
39) COc1cc(C(F)(F)F)nc2c(Br)c(C(C)(C)C)nn12
40) O=C(NCC(c1cccnc1)N1CCOCC1)c1cccs1 (configuration not stated)

Screen / compound no.,33,34,35,36,37,38,39,40
PrPC TRFRET,-5,-5,-7,0,3,8,0,0
DUSP3 inh,10,/,20,-3,-11,23,-2,10
PriA SSB inh,-10,-6,-5,-33,1,-3,-30,-7
Rv3671c protease,9,2,3,-1,-4,-3,0,1
MazF activator,8,-1,-4,-29,-2,6,2,2
BH1578 lux ind,-0.2,11,0.6,i,-1.7,-0.2,-0.6,-2.9
SARS 3CLpro inh,-2,/,0,-3,0,6,8,4
Yp Topo-I inh,2,3,5,34,-1,4,-3,6
TcdB GH inh,0.5,0.5,/,1.4,-1.3,1.9,-0.5,/
CCHFV vOTU inh,6,6,-1,15,6,-9,4,-7

41) Cc1cc(Cl)ccc1NC(=O)COC(=O)c1nc2nccc(C)n2n1
42) C=CC[C@@H](CC(=O)N[C@@H](CO)Cc1ccccc1)C(=O)N[C@@H](COC(=O)[C@H](CC=C)CC(=O)OC(C)(C)C)Cc1c[nH]c2ccccc12
43) CCn1c(C)c(C(C)=O)c(SC)nc1=S
44) O=C(OC(C(=O)NC1CCCC1)c1ccncc1)C1=Cc2ccccc2OC1 (configuration not stated)
45) O=C(O)c1cccc(NC(=S)NC(NC(=O)c2ccccc2[N+](=O)[O-])C(Cl)(Cl)Cl)c1 (configuration not stated)
46) CCCCCC(C)NC(=O)CN1C(=O)NC(C)(c2ccc3ccccc3c2)C1=O (configuration not stated)
47) COC(=O)[C@H](C)NC(=O)NCCC1=CCCCC1
48) CCCC(=O)Oc1cccc(C2NC(=O)c3ccccc3O2)c1 (configuration not stated)

Screen / compound no.,41,42,43,44,45,46,47,48
PrPC TRFRET,-9,-2,-9,-4,-10,5,4,1
DUSP3 inh,22,/,10,-1,6,-11,25,0
PriA SSB inh,-17,-2,-24,-4,-24,2,-4,-4
Rv3671c protease,3,-5,2,-15,2,7,2,9
MazF activator,-14,1,5,-4,2,0,1,-1
BH1578 lux ind,i,-0.4,2.8,2.4,/,i,i,1.3
SARS 3CLpro inh,-1,/,-3,-3,1,4,1,1
Yp Topo-I inh,3,6,-1,9,2,15,-3,0
TcdB GH inh,0.0,1.8,/,/,0.6,1.3,0.5,2.0
CCHFV vOTU inh,-2,17,9,-12,2,32*,-14,-10

49) Cc1ncoc1C(=O)N1CCCC(N2CCN(c3cccc(C(F)(F)F)c3)CC2)C1 (configuration not stated)
50) O=C(NCCCn1ccnc1)c1cc(C2CC2)on1
51) COc1ccc(NC(=O)O/N=C/c2ccc(N(C)C)cc2)cc1
52) CCCOc1cccc(C(=O)N(Cc2ccccc2)C2CCS(=O)(=O)C2)c1 (configuration not stated)
53) CSc1ccc(CCNS(=O)(=O)c2ccc3c(c2)C(C)(C)C(=O)N3C)cc1
54) CSc1nc(C)c(Cl)c(C)c1C#N
55) C[N+](C)(C)CCCC(=O)c1ccc2c(c1)OCO2
56) COc1ccc(-c2n[nH]c(=S)n2Cc2ccccc2)cc1OC
57) Cc1cc(C)cc(OCC(=O)OCC(=O)Nc2ccc(Cl)cn2)c1
58) CN(Cc1ccccc1)C(=O)c1cn(C)c2ccc(S(=O)(=O)N3CCCC3)cc2c1=O

Screen / compound no.,49,50,51,52,53,54,55,56,57,58
PrPC TRFRET,2,-4,11,6,4,7,1,9,-4,-1
DUSP3 inh,6,11,31,26,-1,-6,18,-13,21,51*
PriA SSB inh,3,-11,/,-1,-9,-12,8,12,1,-9
Rv3671c protease,-8,-6,1,9,-2,5,1,-9,-3,-13
MazF activator,-3,3,11,5,-4,3,-2,3,6,-18
BH1578 lux ind,1.3,-0.2,1.2,-0.6,0.9,/,i,i,i,-3.4
SARS 3CLpro inh,1,-2,5,0,1,2,1,3,-1,-4
Yp Topo-I inh,12,2,0,4,15,7,-4,-5,-10,-4
TcdB GH inh,-6.7,0.6,1.2,-0.5,-1.0,/,/,2.0,/,0.4
CCHFV vOTU inh,8,2,-3,-4,2,1,2,1,9,5

# High-throughput results deposited in PubChem by several laboratories.
